Vif-APOBEC3G blk: blocks the Vif interaction with human APOBEC3G. Q9HC16. HeLa A3G-eYFP + Vif (tagged APOBEC3G with the HIV-1 protein that degrades it), YFP fluorescence, overnight. Potency, µM (highest dose often 46.1 µM), inactives show at the top dose activity, negative = active, usual class: inhibitors. actives 0.076% (n = 410,000). AID 602310;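 further: potency means the concentration at half of the fitted maximal effect; on the % scale 0 is the no-effect control and ±100 the full control effect; nearly all actives have a fitted effect of over 60% in size; hits raise eYFP signal because A3G escapes Vif-driven loss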
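Read-out is eYFP fluorescence (Ex 488/Em 500-530) from Vif-expressing HeLa A3G-eYFP cells; more signal means A3G escaped Vif-mediated degradation. Cells plated overnight, compound pinned in, incubated overnight at 37 deg C.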
TrxR1 substrate: substrates of rat thioredoxin reductase 1; O89049; purified TrxR1 substrate turnover, NADPH consumption readout; Potency, µM (highest dose often 114 µM), for the others: at the top dose activity change, negative = substrate turnover; actives 0.01% (n = 390,000); AID 588456; further: potency means the concentration at half of the fitted maximal effect; on the % scale 0 is the no-effect control and ±100 the full control effect; nearly all actives have a fitted effect of over 50% in size
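Rat TrxR1, dispensed at 90 nM, was prereduced with 400 uM NADPH (final) for 5 min at ~22 deg C, then incubated with compound 15 min before 400 uM selenite. A first-read NADPH fluorescence drop versus no-compound background flagged substrates.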
Vif-APOBEC3F blk: Vif-A3F binding inhibition | HeLa A3F-eYFP + Vif (tagged APOBEC3F with the HIV-1 protein that degrades it), YFP fluorescence increase | actives 0.2% (n = 390,000) | Potency, µM (titrated, usually from 46.1 µM), for the others: top-dose activity, negative = active; further: potency means the concentration at half of the fitted maximal effect; % of control where 0% means no effect; nearly all actives have a fitted effect of over 65% in size
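HeLa cells stably expressing Vif plus C-terminally eYFP-tagged A3F were seeded, incubated overnight at 37 deg C, dosed with compound, incubated overnight again at 37 deg C. Yellow fluorescence (Ex 488/Em 500-530) reported blocked Vif-mediated A3F-eYFP degradation.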
LDHA block: inhibitors of human lactate dehydrogenase A | actives 0.15% (n = 480,000) | P00338 | AID 1347041 | purified LDHA, NADH/diaphorase-resazurin fluorescence; hits give low values | activity change, % (values are at about 110 or 230 µM); in the data active means activity change below about -30%; inconclusive means mostly about -25% to -30%;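 further: plate controls were DMSO wells for no effect and wells without enzyme for full effect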
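Remaining NADH was detected by diaphorase (0.133 mg/mL) converting 37 µM resazurin to fluorescent resorufin, read at 0 and 20 minutes. The preceding 5-minute room-temperature reaction used 2 nM LDHA, 0.2 mM sodium pyruvate and 0.06 mM NADH at pH 7.4.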
IDH1 R132H inh: human IDH1 R132H inhibition; O75874; IDH1-R132H enzyme, NADPH consumption, diaphorase/resazurin fluorescence; actives 0.093% (n = 390,000); Potency, µM (top dose mostly 76.6 µM), without a hit: at the highest dose activity change, negative = inhibition, usual class: inhibitors; further: potency means the concentration at half of the fitted maximal effect; on the % scale 0 is the no-effect control and ±100 the full control effect; nearly all actives have a fitted effect of over 65% in size
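IDH1-R132H (0.5 ug/mL) preincubated 30 min with compound, then NADPH (0.016 mM) and alpha-KG (2 mM) added; 80 min at RT, pH 7.5. Remaining NADPH coupled via diaphorase/resazurin to fluorescence (540/590 nm); concentration-response curves normalized to no-enzyme control.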
GRP78 ERSR act: ER stress response induction in glioma | U87-MG GRP78 promoter luciferase reporter, 16 h | Potency, µM, for inactives: at the top dose activation, usual class: activators | actives 0.02% (n = 420,000); further: potency means the concentration at half of the fitted maximal effect; series mostly up to about 76 µM; % of control where 0% means no effect; nearly all actives have a fitted effect of over 35% in size
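Stably transfected U87-MG glioma cells carrying a GRP78-based luciferase sensor; 16 h compound incubation. Luminescence end-point read 10 min after Bright-Glo addition at room temperature.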
USP1 inh: blocks the human USP1/UAF1 deubiquitinase complex; AID 743255; recombinant USP1/UAF1, Ub-Rhodamine cleavage fluorescence; actives 0.23% (n = 390,000); Potency, µM (titrated, usually from 57.1 µM), for the others: top-dose activity change, negative = inhibition, most hits filed as inhibitors; O94782; further: potency means the concentration at half of the fitted maximal effect; on the % scale 0 is the no-effect control and ±100 the full control effect; nearly all actives have a fitted effect of over 60% in size; inactives centre near -12
Target sequence (O94782 whole entry, looked up): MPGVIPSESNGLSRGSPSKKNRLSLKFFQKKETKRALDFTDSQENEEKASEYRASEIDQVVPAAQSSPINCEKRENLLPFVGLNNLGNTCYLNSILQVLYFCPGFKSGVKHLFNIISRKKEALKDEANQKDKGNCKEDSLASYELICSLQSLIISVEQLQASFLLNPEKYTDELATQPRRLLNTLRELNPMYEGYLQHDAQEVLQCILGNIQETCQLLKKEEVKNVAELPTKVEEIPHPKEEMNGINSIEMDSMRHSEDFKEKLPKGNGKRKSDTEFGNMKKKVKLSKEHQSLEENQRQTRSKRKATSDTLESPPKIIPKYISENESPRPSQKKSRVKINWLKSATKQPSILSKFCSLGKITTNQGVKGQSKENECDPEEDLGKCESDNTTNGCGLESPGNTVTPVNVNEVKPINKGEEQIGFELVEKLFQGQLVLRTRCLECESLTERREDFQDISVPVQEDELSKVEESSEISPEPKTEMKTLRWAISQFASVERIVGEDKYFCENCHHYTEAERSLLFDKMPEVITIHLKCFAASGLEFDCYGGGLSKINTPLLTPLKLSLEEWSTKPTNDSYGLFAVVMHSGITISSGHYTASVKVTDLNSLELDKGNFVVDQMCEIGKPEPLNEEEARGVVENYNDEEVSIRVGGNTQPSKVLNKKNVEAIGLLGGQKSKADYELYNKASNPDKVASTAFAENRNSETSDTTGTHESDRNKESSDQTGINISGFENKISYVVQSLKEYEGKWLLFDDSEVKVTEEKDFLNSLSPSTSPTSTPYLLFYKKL
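Step one: compound is pinned into 1nM USP1/UAF1 in HEPES pH 7.8 buffer with TCEP. Step two: 15 min room-temperature incubation. Step three: Ub-Rho (150nM final) starts cleavage, tracked by fluorescence over six one-minute reads.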
RGS4 inhibitor: human RGS4 inhibition. P49798. actives 0.039% (n = 390,000). Potency, µM (series often up to 114 µM), for the others: top-dose activity change, negative = inhibition, hits mostly inhibitors. Transcreener GDP fluorescence polarization, RGS4-accelerated GTP hydrolysis. AID 504845; further: potency means the concentration at half of the fitted maximal effect; on the % scale 0 is the no-effect control and ±100 the full control effect; nearly all actives have a fitted effect of over 75% in size; some results filed as inactive show a strong effect at the top dose
Target sequence (P49798 whole entry, looked up): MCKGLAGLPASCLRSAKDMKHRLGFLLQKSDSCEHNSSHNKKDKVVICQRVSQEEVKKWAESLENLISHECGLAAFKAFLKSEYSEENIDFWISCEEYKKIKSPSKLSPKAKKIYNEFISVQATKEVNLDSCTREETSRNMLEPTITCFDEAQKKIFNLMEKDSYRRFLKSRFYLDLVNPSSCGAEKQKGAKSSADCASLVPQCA
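MLSMR compounds (23 nl, pin-transferred) preincubated 10 min at room temperature with a 500nM (2x) first reagent, then RGS4 at 900nM (2x) plus Transcreener GDP mix added; fluorescence polarization (620/688 nm) read before and after 90 min at 30 °C.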
TrxR1 inh: inhibitors of rat thioredoxin reductase 1; O89049; recombinant rTrxR1, NADPH fluorescence consumption, selenite substrate; Potency, µM (highest dose often 114 µM), inactives show top-dose activity change, negative = inhibition, usual class: inhibitors; actives 1% (n = 390,000); AID 588453; further: potency means the concentration at half of the fitted maximal effect; on the % scale 0 is the no-effect control and ±100 the full control effect; nearly all actives have a fitted effect of over 65% in size
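Rat TrxR1 (90 nM in the dispensed reagent) was pre-reduced with 400 uM NADPH for 5 min at room temperature, then incubated with compound for 15 min. After 400 uM selenite was added, NADPH fluorescence (Ex 340/Em 450 nm) was followed for 8 min.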
* = called active by the depositor; ? = inconclusive; . = no result given; & = joins results of further samples; [ ] = another dose, or the depositor's remark. Unless noted, the call rests on the fitted dose curve; in most records, active means well fitted curve in the direction sought with a large enough effect; inconclusive means small, poorly fitted or top-dose-only effect, or another doubt; inactive means no such curve, though single readings can be large; an effect the other way counts as inactive or inconclusive. Not all compounds are listed; rates above refer to the full screens.

1. COc1cc(SC)ccc1C(=O)NCCOc1ccc(C)c(C)c1
2. Cc1ccc(-n2nnnc2Sc2nc([N+](=O)[O-])nn2C)cc1
3. Cc1ccc(NC(=O)Cn2c(=O)n(CCC(C)C)c(=O)c3cccnc32)cc1C
4. Cc1ccc(NC(=O)c2ccc(Cn3cc([N+](=O)[O-])cn3)cc2)c(C)c1
5. COc1ccc(NC(=O)Cc2c(SC)c3ccccc3n2Cc2ccccc2)cc1
6. O=C(COC(=O)c1ccc[nH]c1=O)Nc1ccc(N2CCCCC2)cc1

Screen / compound no.	1	2	3	4	5	6
Vif-APOBEC3G blk	1%	?	6%	-4%	-10%	2%
TrxR1 substrate	-12%	-13%	29%	-5%	0%	-7%
Vif-APOBEC3F blk	2%	-7%	1%	8%	0%	0%
LDHA block	2	15	-7	-9	-3	2
IDH1 R132H inh	7%	9%	-15%	2%	4%	-2%
GRP78 ERSR act	0%	-6%	0%	0%	-1%	-13%
USP1 inh	-14%	-8%	-10%	-1%	-22%	-7%
RGS4 inhibitor	-9%	24%	20%	-9%	-20%	-4%
TrxR1 inh	-11%	-32%	33%	8%	7%	13%

7. Cc1ccc(C)c(CSc2nnc([C@@H](N)C(C)C)o2)c1
8. CS(=O)(=O)N1CCN(c2ccccc2NC(=O)c2cccnc2Cl)CC1
9. COc1ccc(CCNCC(O)COc2cccc(C(C)=O)c2)cc1OC (stereo not drawn)
10. COc1ccccc1C(NC(C)=O)c1c(O)ccc2ccc(O)cc12 (stereo not drawn)
11. CCOc1ccc2[nH]c3c(c2c1)CNCC3
12. COC(=O)c1nc2n(n1)C(c1ccccc1OC)C1=C(CCCC1=O)N2 (stereo not drawn)

Screen / compound no.	7	8	9	10	11	12
Vif-APOBEC3G blk	-7%	0%	-1%	-5%	-2%	0%
TrxR1 substrate	4%[57.1 µM]	-2%[57.1 µM]	-1%	8%	3%	-12%
Vif-APOBEC3F blk	0%	-27%	-12%	?	-8%	.
LDHA block	-3	0	-8	22	2	-3
IDH1 R132H inh	12%	7%	3%	-2%	-1%	7%
GRP78 ERSR act	-3%	3%	-2%	-2%	-5%	-2%
USP1 inh	5%	-10%	-16%	4%	-13%	-12%
RGS4 inhibitor	21%	-2%	-19%[56.9 µM]	-6%	-3%	3%
TrxR1 inh	9%[57.1 µM]	22%[57.1 µM]	-1%	5%[57.1 µM]	-4%	-20%

13. CCOC(=O)c1cc(C#N)c(SC)nc1C
14. C(=N\Nc1nc(-c2ccccc2)cs1)/c1ccco1
15. O=C(COC(=O)c1cccc(S(=O)(=O)N2CCc3ccccc32)c1)NCc1ccco1
16. Cc1c(CCO)sc[n+]1CC(=O)OCCC12CC3CC(CC(C3)C1)C2
17. COc1ccc(OC)c(S(=O)(=O)Nc2ccc(O)c3ccccc23)c1
18. Cc1ccc(-n2ncc3c(N4CCN(c5ccccc5)CC4)ncnc32)cc1C

Screen / compound no.	13	14	15	16	17	18
Vif-APOBEC3G blk	-4%	-5%	0%	0%	-14%	-1%
TrxR1 substrate	6%[2.29 µM]	-17%	12%[57.1 µM]	-6%[57.1 µM]	-11%	6%[57.1 µM]
Vif-APOBEC3F blk	6%	0%	11%	-14%	.	-5%
LDHA block	0	-5	-3	-1	26	-2
IDH1 R132H inh	4%	0%	14%	7%	12%	-2%
GRP78 ERSR act	1%	2%	10%	-4%	6%	-2%
USP1 inh	-6%	-11%	?	-10%	-13%	-26%
RGS4 inhibitor	-38%	-27%	3%	-30%	-25%	16%
TrxR1 inh	9%[57.1 µM]	?	32%[57.1 µM]	14%[57.1 µM]	-27%	33%[57.1 µM]

An excerpt from above in order of their number in RGS4 inhibitor, rising:
| entry | Compound | Vif-APOBEC3G blk | TrxR1 substrate | LDHA block | GRP78 ERSR act | USP1 inh | RGS4 inhibitor | TrxR1 inh |
| --- | --- | --- | --- | --- | --- | --- | --- | --- |
| 4 | Cc1ccc(NC(=O)c2ccc(Cn3cc([N+](=O)[O-])cn3)cc2)c(C)c1 | -4% | -5% | -9 | 0% | -1% | -9% | 8% |
| 11 | CCOc1ccc2[nH]c3c(c2c1)CNCC3 | -2% | 3% | 2 | -5% | -13% | -3% | -4% |
| 12 | COC(=O)c1nc2n(n1)C(c1ccccc1OC)C1=C(CCCC1=O)N2 (stereo not drawn) | 0% | -12% | -3 | -2% | -12% | 3% | -20% |

Back to the main list; the 4 compounds before the break are reprinted first.
15. O=C(COC(=O)c1cccc(S(=O)(=O)N2CCc3ccccc32)c1)NCc1ccco1
16. Cc1c(CCO)sc[n+]1CC(=O)OCCC12CC3CC(CC(C3)C1)C2
17. COc1ccc(OC)c(S(=O)(=O)Nc2ccc(O)c3ccccc23)c1
18. Cc1ccc(-n2ncc3c(N4CCN(c5ccccc5)CC4)ncnc32)cc1C
19. O=C(COC(=O)/C=C/c1ccccc1)Nc1ccccc1Br
20. N=C1/C(=C\c2ccc(OC(=O)c3ccc(F)cc3)cc2)C(=O)N=C2SC(N3CCCC3)=NN12
21. Cc1cc(C)cc(N(CC(=O)NC(C)(C)C)C(=O)CCC(=O)Nc2nccs2)c1
22. CCOC(=O)Cc1csc(SCC(=O)Nc2cccc(C#N)c2)n1
23. CCOc1ccccc1NC(=O)N1CCC(NC(=O)c2ccccc2C)CC1
24. Cc1ccc(-n2ncc3c(NCCCN4CCOCC4)ncnc32)c(C)c1

Screen / compound no.	15	16	17	18	19	20	21	22	23	24
Vif-APOBEC3G blk	0%	0%	-14%	-1%	0%	-4%	1%	0%	0%	0%
TrxR1 substrate	12%[57.1 µM]	-6%[57.1 µM]	-11%	6%[57.1 µM]	-4%[57.1 µM]	7%[57.1 µM]	7%	-2%	17%[57.1 µM]	14%
Vif-APOBEC3F blk	11%	-14%	.	-5%	8%	-2%	1%	-2%	-3%	3%
LDHA block	-3	-1	26	-2	-5	1	3	-15	-4	2
IDH1 R132H inh	14%	7%	12%	-2%	7%	12%	2%	7%	4%	13%
GRP78 ERSR act	10%	-4%	6%	-2%	-5%	-3%	0%	-1%	-3%	-1%
USP1 inh	?	-10%	-13%	-26%	-13%	-24%	-15%	-6%	-15%	-17%
RGS4 inhibitor	3%	-30%	-25%	16%	-4%	-21%	0%	7%	-5%	-1%
TrxR1 inh	32%[57.1 µM]	14%[57.1 µM]	-27%	33%[57.1 µM]	3%[57.1 µM]	13%[57.1 µM]	24%	-6%	15%[57.1 µM]	25%

25. COc1ccc(Cn2c(CNC(=O)Cc3cccc([N+](=O)[O-])c3)nc3cccnc32)cc1
26. CSCc1cc(N2CCCC2)nc(-c2ccccc2)n1
27. O=C(NCC1CCN(C(=O)c2ccc([N+](=O)[O-])cc2)CC1)c1ccc([N+](=O)[O-])cc1
28. Cn1nc(C(C)(C)C)c([N+](=O)[O-])c1C(=O)Nc1cccc2ccccc12
29. Cc1ccc(NC(=O)c2ccco2)c(NC(=O)c2ccccc2)c1
30. Cc1cccc(Cn2c(=O)n(-c3ccc(CC(=O)NCc4ccco4)cc3)c(=O)c3sccc32)c1

Screen / compound no.	25	26	27	28	29	30
Vif-APOBEC3G blk	-1%	-1%	1%	0%	0%	?
TrxR1 substrate	4%[57.1 µM]	-3%[57.1 µM]	-11%	-11%	9%	-1%
Vif-APOBEC3F blk	0%	-1%	5%	10%	2%	-2%
LDHA block	14	0	1	-3	2	-3
IDH1 R132H inh	5%	7%	1%	5%	0%	-1%
GRP78 ERSR act	-2%	-4%	0%	-4%	-4%	-4%
USP1 inh	-4%	-9%	-13%	-29%	-7%	-14%
RGS4 inhibitor	-4%	-3%	4%	-6%	10%	-23%
TrxR1 inh	26%[57.1 µM]	-14%[57.1 µM]	19%[57.1 µM]	-2%	20%	10%

31. CCc1ccccc1NC(=O)c1cc(S(=O)(=O)N2CCc3ccccc32)cn1C
32. O=c1nc2ccc(Cl)cn2c2ccc(S(=O)(=O)N3CCCCC3)cc12
33. COc1ccc(-c2cc(N3C(=O)Nc4ccccc4N3O)n[nH]2)cc1
34. COC(=O)c1ccc(NC(=O)N2CCc3c([nH]c4ccccc34)C2c2ccc(C)cc2)cc1 (stereo not drawn)
35. CCOC(=O)N1CCN(C(=O)/C(=C/c2cccs2)NC(=O)c2cccs2)CC1
36. Cc1[nH]c2ccccc2c1C(=O)COC(=O)C1CC(=O)N(Cc2ccccc2)C1 (stereo not drawn)
37. CCCOc1ccc(C2NC(=O)NC2=O)cc1 (stereo not drawn)

Screen / compound no.	31	32	33	34	35	36	37
Vif-APOBEC3G blk	5%	-2%	2%	.	0%	-5%	-4%
TrxR1 substrate	3%[57.1 µM]	125%[activator]	0%	?	-9%	-11%	-3%[57.1 µM]
Vif-APOBEC3F blk	0%	3%	7%	.	12%	-3%	6%
LDHA block	1	0	-4&3	-2	-13	-8	-9
IDH1 R132H inh	-3%	10%	2%	.	8%	12%	0%
GRP78 ERSR act	-2%	-7%	-5%	.	-3%	-2%	0%
USP1 inh	-24%	-5%	-17%	-26%	?	-13%	-7%
RGS4 inhibitor	-35%	-40%	-14%	8%	-50%	-6%	-14%
TrxR1 inh	8%[57.1 µM]	47%[activator]	2%	-13%	-17%	-6%	5%[57.1 µM]
